# Bioassay records from PubChem BioAssay.
# mcGAS lum: cyclic GMP-AMP synthase inhibitors, mouse, primary biochemical chemiluminescence. recombinant cGAS, Kinase-Glo ATP depletion luminescence. inhibition, % at 12.5 µM. 0.15% of 160,000 active. AID 1259399, 2018;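 note: 0% = negative control wells and 100% = reference inhibitor with no enzyme activity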
# hcGAS lum: Primary biochemical luminescence assay for human cyclic GMP-AMP synthase inhibitors; Q8N884; recombinant h-cGAS, ATP depletion, Kinase-Glo luminescence; inhibition, % at 12.5 µM; 0.081% of 290,000 active; AID 1259398, 2018;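 note: 0% = vehicle reaction and 100% = reaction without DNA for no activity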
# Target sequence (Q8N884 whole entry, looked up): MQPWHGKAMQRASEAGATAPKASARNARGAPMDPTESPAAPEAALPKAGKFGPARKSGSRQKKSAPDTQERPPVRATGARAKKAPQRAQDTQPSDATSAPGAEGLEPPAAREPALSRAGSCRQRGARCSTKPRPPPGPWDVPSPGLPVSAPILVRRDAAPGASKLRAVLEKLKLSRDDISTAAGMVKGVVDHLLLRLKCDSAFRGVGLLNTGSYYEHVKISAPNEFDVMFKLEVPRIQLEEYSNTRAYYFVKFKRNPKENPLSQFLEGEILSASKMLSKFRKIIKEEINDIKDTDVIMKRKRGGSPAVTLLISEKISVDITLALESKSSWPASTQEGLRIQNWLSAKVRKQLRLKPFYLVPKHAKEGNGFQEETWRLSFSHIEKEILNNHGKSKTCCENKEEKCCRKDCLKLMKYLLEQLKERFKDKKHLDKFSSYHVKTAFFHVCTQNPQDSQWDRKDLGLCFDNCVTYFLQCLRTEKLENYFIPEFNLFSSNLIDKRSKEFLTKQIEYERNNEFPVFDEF
# NPYLR7 ag: agonists of mosquito NPYLR7 receptor, primary screen, cell-based, Aedes aegypti, calcium fluorescence, mosquito biting behavior; HEK293T NPYLR7/Galpha15, GCaMP6s calcium fluorescence; activation, % at 10 µM; 0.15% of 270,000 active; AID 1259423, 2018; in the data active = activation above about 40%;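 note: 0% = vehicle and 100% = reference agonist at the receptor; some compounds past the cut are filed as inactive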
# Active calls of the source: *; . = not tested or not shown; & = joins results of further samples. Cut-off read from the data, not from the text of the source, unless noted: active = inhibition above about 40%; inactive = the rest.
Molecule	mcGAS lum	hcGAS lum	NPYLR7 ag
CCCOC(=O)C1=C(C)NC2=C(C(=O)CC(c3ccccc3)C2)C1c1ccc(OCC)c(OC)c1 (stereo unspecified)	4	-9	4
O=C(C1CCCC1)N1CCSC1=Nc1ccc(Cl)c(Cl)c1	.	-10	1
CCSc1nc(CC(=O)NC2CCCc3ccccc32)cs1 (stereo unspecified)	.	-1	11
Cc1cccc(C(C)C)c1NC(=O)CSc1nc2ccccc2o1	-5	-6	13
O=C1C2=C(CCCC2)C(=O)N1c1cccc(OCCBr)c1	.	-5	8
O=c1c(Oc2ccc(Cl)cc2)coc2cc(O)ccc12	.	-3	-2
Cc1cc(C)n(-c2cc(NCCNC(=O)Cc3ccc(F)cc3)nc(C)n2)n1	-3	3	-10
Clc1ccc(-c2nc(CSc3cccc(Cl)c3)cs2)cc1	-3	-3	25
Cn1cc(Cl)cc1C(=O)c1c(-c2ccncc2)[nH]n(C)c1=O	.	-13	-2
COC(=O)c1ccc(NC(=O)c2c([N+](=O)[O-])cnn2C)cc1	-4	-1	-6
CC1(C(=O)Nc2ccc3c(c2)OCO3)CCN1C(=O)C1(c2ccccc2)CC1 (stereo unspecified)	.	-10	2
COc1ccccc1-n1ncc2c(C)nnc(SCC(=O)Nc3ccc4c(c3)OCO4)c21	-4	-1	13
O=C(C1CC2(CCNCC2)CN1)N1CCc2c(nc(CC3CC3)[nH]c2=O)C1 (stereo unspecified)	.	-4	20
COc1ccccc1C(=O)Nn1cnc2c(cnn2-c2ccc(C)c(C)c2)c1=O	.	-11	1
c1ccc([C@@H]2C[C@@H]3C[C@H](N4CCN(C5COC5)CC4)C[C@@H]3CO2)cc1	-7	-1	2
CCc1ccc(S(=O)(=O)Nc2ccc(-c3ccc(=O)n(C)n3)cc2)s1	-1	-7	0
CSCCC1CC(=O)Nc2n[nH]c(C3CCC3)c21 (stereo unspecified)	-9	0	-3
CC(c1ccncc1)N(C)C(=O)Cc1ccc(O)c(Cl)c1 (stereo unspecified)	-13	-4	-6
Cc1ccn2c(=O)nc(SCC(=O)NC3CCCCC3)nc2c1	-8	-9	4
O=C(OCC(=O)N1CCCC1)c1c2c(nc3ccccc13)C(=Cc1ccc3c(c1)OCO3)CC2	.	-6	18
O=C(CCC1CCN(C(=O)C(=O)c2ccccc2)CC1)Nc1ccc(F)c(Cl)c1	-9	-5	18
Cc1noc(C)c1C1CCCN1Cc1cccc(Cn2cccn2)c1 (stereo unspecified)	.	-6	4
Cc1ccc(-c2nnc(Nc3cccc(O)c3)c3ccccc23)cc1S(=O)(=O)N(C)C	.	4	-14
O=C(CCN1CCC(N2CCCC2=O)CC1)N1CCCc2ccccc21	.	0	-7
Cc1c(C(=O)N2CCN(C)C3(CCN(C)CC3)C2)nnn1Cc1ccccc1	.	-7	3
O=C(O)c1cccc(CSc2nc(-c3ccccc3)cc(N3CCOCC3)n2)c1	-3	1	16
C#CCn1c(=NC(=O)c2ccnn2C)sc2cc(C)ccc21	-9	-9	.
CN(C)CCn1ccnc1-c1coc(-c2ccccc2)n1	-12	-4	11
CCC(C(=O)N(CC(=O)N1c2ccccc2-n2cccc2C1c1ccc(F)cc1)C(C)C)c1ccccc1 (stereo unspecified)	2	3	-5
COc1ccc(Br)c(C=Nc2ccc(C(=O)O)cc2C)c1O	.	7	-3

# Continuation:
Molecule	mcGAS lum	hcGAS lum	NPYLR7 ag
COCc1ccc(C(=O)Nc2ccccc2C(=O)N(C)c2ccccc2)o1	-13	-4	21
COc1cc(C=C(C#N)C(=O)N2CCCC2)ccc1OCC(=O)Nc1ccc(Br)cc1	-2	-2	-3
O=S(=O)(c1cccc(F)c1)N1CCN(c2ccccc2)CC1	.	-4	16
C#CCn1c(=NC(=O)c2ccn(CC)n2)sc2cc3c(cc21)OCCO3	.	3	-3
O=[N+]([O-])c1ccccc1SN1CCc2ccccc2C1	.	-4	7
CCOC(=O)c1cc(C=O)c2sc3ccccc3n12	.	-4	31
NC(=O)N1CCC(C(=O)NC2CCc3nccn3C2)CC1 (stereo unspecified)	.	-3	0
O=C(C1CCN(c2nccc(C(F)(F)F)n2)CC1)N1CC(=O)N2CCc3cc(F)ccc3C2C1 (stereo unspecified)	-7	-6	25
Cc1cc(C(=O)N2CCOC(C(F)(F)F)C2)c2c(=O)[nH]c(=O)n(C)c2n1 (stereo unspecified)	1	1	-3
Cc1cccc(OCc2nc(CN(CCN3CCOCC3)C(=O)c3cccc(Br)c3)cs2)c1C	-7	-2	-7
COC(=O)CNC(=O)c1cccc(NC(=O)c2c(F)cccc2F)c1	.	-7	7
COCCN(CC(=O)N(Cc1cccn1Cc1ccc(F)cc1)C1CCCCC1)C(=O)C(C)(C)CCl	-3	-3	-11
C=CCn1cc(CN2CC[C@@H](c3ccc4ccccc4c3)[C@H](O)C2)cn1	-12	-5	.
COc1ccc(OC)c(C(=O)c2oc3ccc(OC)cc3c2N)c1	.	1	3
COc1ccc(F)c(CN2CCCC(C(=O)c3ccc(OC)c(OC)c3)C2)c1 (stereo unspecified)	-11	-8	6
Cc1c2c(n(Cc3cccc(F)c3)c1C(=O)N1CCN(c3ccccc3F)CC1)CCCC2	-4	-6	24
O=C1C2C3C=CC(C3)C2C(=O)N1c1cc(F)ccc1F (stereo unspecified)	-6	-4	-7
CCOC(=O)c1ccc(N=C2SC(C(=O)Nc3cccc(OCC)c3)CC(=O)N2C)cc1 (stereo unspecified)	-5	-1	3
O=C(c1cscn1)N1CCSc2ncccc21	.	-4	2
Cc1nn(S(=O)(=O)c2ccc(F)cc2)c(C)c1S(=O)(=O)N1CCC(C)CC1	.	-4	4
N#CC1C(=N)SC(=N)C(C#N)C1c1ccco1 (stereo unspecified)	36	54*	-5
Cc1ccccc1OCC(=O)N=Nc1c(O)[nH]c2ccc([N+](=O)[O-])cc12	.	-2	-8
CCN1C(=O)C2CC3(CCN(C(=O)CC4CCCC4)CC3)CN2C1=O (stereo unspecified)	-5	-9	.
CCCCCCCC(=O)NC(Cc1ccccc1)c1nnc(SCc2ccccc2)n1-c1ccc(C)cc1 (stereo unspecified)	-5	-5	13
CNC(=S)NN=C(CCC(=O)O)c1cccs1	-8	-8	4
COc1ccc(C(=O)C2CCCN(C(=O)c3ccc4nc[nH]c4c3)C2)cc1F (stereo unspecified)	.	0	20
CCOC(=O)C1CCN(C(c2cccc(Cl)c2)C2Sc3nc(C)nn3C2=O)CC1 (stereo unspecified)	.	-9	0
Cc1cc(N2C(=O)c3oc4ccc(F)cc4c(=O)c3C2c2cccc([N+](=O)[O-])c2)no1 (stereo unspecified)	.	3	-4
COC(=O)c1c(SC(c2ccccc2)c2ccccc2C)nc(=O)[nH]c1C (stereo unspecified)	-10	-5	7
COc1cc(C(=O)N2CCC(n3c(=O)oc4ccc(Cl)cc43)CC2)cc(Cl)n1	-7	-3	27

# 4 entries from above, field by field:
COCCN(CC(=O)N(Cc1cccn1Cc1ccc(F)cc1)C1CCCCC1)C(=O)C(C)(C)CCl
  mcGAS lum: -3
  hcGAS lum: -3
  NPYLR7 ag: -11
C=CCn1cc(CN2CC[C@@H](c3ccc4ccccc4c3)[C@H](O)C2)cn1
  mcGAS lum: -12
  hcGAS lum: -5
  NPYLR7 ag: .
COc1ccc(OC)c(C(=O)c2oc3ccc(OC)cc3c2N)c1
  mcGAS lum: .
  hcGAS lum: 1
  NPYLR7 ag: 3
COc1ccc(F)c(CN2CCCC(C(=O)c3ccc(OC)c(OC)c3)C2)c1 (stereo unspecified)
  mcGAS lum: -11
  hcGAS lum: -8
  NPYLR7 ag: 6

# An excerpt from above, reduced to mcGAS lum:
molecule	mcGAS lum
O=C(C1CCN(c2nccc(C(F)(F)F)n2)CC1)N1CC(=O)N2CCc3cc(F)ccc3C2C1 (stereo unspecified)	-7
Cc1cc(C(=O)N2CCOC(C(F)(F)F)C2)c2c(=O)[nH]c(=O)n(C)c2n1 (stereo unspecified)	1

# Next section:
Molecule	mcGAS lum	hcGAS lum	NPYLR7 ag
CCOC(=O)c1c(NC(=O)c2ccco2)sc2c1Cc1ccccc1-2	-4	-1	4
NC(=O)CC(NC(=O)c1ccccc1Cl)C(=O)O (stereo unspecified)	-14	-4	-7
COc1cc(OC)c(C2Nc3ccccc3-c3nnc(SC)nc3O2)c(OC)c1 (stereo unspecified)	-3	-7	-2
Cc1cc(C(=O)N(CCCN2CCOCC2)c2nc3ccc(F)cc3s2)no1	-7	-6	4
CC1=C(c2c(C)sc(C)c2C(=O)O)C(C)CCC1 (stereo unspecified)	.	8	-5
COc1cc(C)c(C)cc1S(=O)(=O)NCCc1csc2nc(-c3ccccc3C)nn12	-8	-7	-2
CC1=NN(Cc2cccc3ccccc23)c2nc3c(c(=O)n(C)c(=O)n3C)n2C1C (stereo unspecified)	-6	-7	7
C=CCNc1ncc(C(=O)NCC(C)Cn2cccn2)s1 (stereo unspecified)	.	-2	0
COc1cc2nc(C)sc2cc1NC(=O)NCC(C)(C)C(N)=O	6	1	6
O=C(c1ccccc1Br)N(Cc1ccc(OS(=O)(=O)c2ccc(F)cc2)cc1)Cc1ccco1	1	-1	-6
CCC(c1nc2ccccc2c(=O)n1CCOC)N1CCNCC1 (stereo unspecified)	.	-1	2
COc1cccc(-c2nnc(NC(=O)C(Cc3ccccc3)NC(=O)Nc3c(C(C)C)cccc3C(C)C)s2)c1 (stereo unspecified)	0	5	-7
CCCCCCCCCCCCCCCC(=O)Nc1ccc2[nH]cc(CCN3CCN(c4ccc(OC)cc4)CC3)c2c1	-8	-18	8
COc1ccc(CCNc2ccc(S(=O)(=O)C(C)(C)C)nn2)cc1OC	-10	-7	.
O=C(O)c1c(S(=O)(=O)N[C@@H]2C[C@H]2c2ccccc2)sc2c1CCNC2	-12	-5	10
Cc1cc(C)c[n+](C2=C(c3c(C(C)C)[nH]n(-c4ccccc4)c3=O)C(=O)N(C(C)C)C2=O)c1	-10	-4	7
CC(C)Oc1cc(Br)cc(C(=O)Nc2cccnn2)c1	-7	-4&-12	4&10
CCCc1c(C(=O)NCc2ccco2)nnn1-c1ccccc1	-8	-9	1
CC(C)CCOC(C)C(=O)NCC1CC12CCc1ccccc12 (stereo unspecified)	.	-11	1
O=C(O)C=Cc1ccc(I)o1	.	-3	-3
Cc1ccc(/C=N\n2c(-c3ccc(O)c(C(N)=O)c3)csc2=NC2CC2)c(C)c1	.	9	-2
Cc1cc(NC(=O)CSc2ncnc3sc4c(c23)CCC4)no1	-5	-3	11
O=C(NCCc1ccc(Cl)s1)NCCc1ccc(Cl)s1	.	-8	8
CCOc1ccc(-c2nc(CSc3nc(-c4cccc(OC)c4)cc(=O)[nH]3)c(C)o2)cc1	3	-2	2
COc1ccc(OCCn2c(CCNC(=O)c3ccco3)nc3ccccc32)cc1	-9	-8	11
CN(C)C(CNS(=O)(=O)CCc1ccccc1)c1cccs1 (stereo unspecified)	-1	1	2
C/C=C(\C)C(=O)N1CCN(CCCOC(c2ccc(Cl)cc2)c2ccc(Cl)cc2)CC1	-8	-4	23
COc1ccc(N2C(=O)/C(=C\c3ccccc3O)SC2=S)cc1	6	4	-12
COC(=O)c1c(C)[nH]c(C(=O)OCC(=O)N2CCCCCC2)c1C	0	-16	13
COc1cccc(C(=O)NC(C(=O)N2CCCC2)C2CCN(C(=O)Cc3ccccc3)CC2)c1 (stereo unspecified)	-4	-6	3

# Later entries
Molecule	mcGAS lum	hcGAS lum	NPYLR7 ag
CCn1c(C2CCCN(S(=O)(=O)c3cc(C)cs3)C2)nn(C)c1=O (stereo unspecified)	.	-3	3
COCCN(Cc1c(-c2ccccc2)noc1N1CCCCC1)S(=O)(=O)c1ccc(C)cc1	-5	-4	15
CC(=N/N=C\c1cccnc1)C1=C(O)c2ccccc2C1=O	-5	-1	-3
O=S(=O)(NCc1cccnc1Oc1ccccc1)c1ccccc1F	.	-7	20
O=S(=O)(CCSc1nnnn1-c1ccccc1)c1cc(Cl)ccc1Cl	.	-8	1
CC(=O)c1cccc(N2C(=O)C3C4c5ccccc5C(c5ccccc54)C3C2=O)c1 (stereo unspecified)	-4	-6	-5
CC(C)Cn1c(N)c(C(=O)CSc2nnc(-c3ccco3)o2)c(=O)n(C)c1=O	.	-5	2
O=C(CCC1CCCCC1)NC1(C(F)(F)F)NC(=O)N(Cc2ccccc2)C1=O (stereo unspecified)	.	0	-11
N#Cc1ccc(NC(c2ccccc2)c2ccccn2)nc1 (stereo unspecified)	.	-3	8
Cc1ccc(CC(=O)N2CCC3(CC2)c2ccccc2[C@@H](N)[C@@H]3O)cc1C	.	-6	8
Cc1nn(Cc2ccccc2)c(C)c1C(=O)NCC1CCN(CC(F)(F)F)C1 (stereo unspecified)	.	-5	17
O=C(c1cn(C2CCCCC2)nn1)N1C[C@H]2CC[C@H]1C2	.	-6	-1
O=S(=O)(c1cccs1)N1CCC(n2nc(-c3ccccc3)cc2-c2ccccc2)CC1	-6	-6	3
CCOc1ccc(NC(=O)N(Cc2ccc(OS(=O)(=O)c3ccc(F)cc3)cc2)Cc2ccco2)cc1	-4	-4	16
O=C(OCc1cccc(Oc2ccccc2)c1)c1cc(=O)c2ccccc2o1	2	2	-12
Cc1ccc(-c2nsc(C(=O)N3CCCC(C)C3)c2N)cc1 (stereo unspecified)	.	-3	-10
N#CC(=C1C(=O)Nc2ccc(Br)cc21)c1nnc2n1CCCCC2	-4	6	7
